Compound activity as filed in PubChem BioAssay.
FadD28 FP inh – inhibitors of FadD28 bisubstrate probe binding, primary screen, biochemical, fluorescence polarization, single point | inhibition, % at 12.5 µM | 360,000 tested, 0.22% active; in the data active = inhibition above about 8.5%, passing the limit was not always enough; inconclusive = no clear call, values can overlap the other calls
PfHsp40 rescue – rescue of yeast from PfHsp40 toxicity, primary screen, S. cerevisiae, ATP luminescence; S. cerevisiae expressing PfHsp40, growth rescue; growth rescue, % at 12.5 µM; 340,000 tested, 0.68% active; in the data active = growth rescue above about 28%, passing the limit was not always enough; inconclusive = no clear call, values can overlap the other calls;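 also: yeast W303a lacking pdr1 and pdr3 grown in galactose medium; growth measured after three days at 30 °C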
BoNT A protease – BoNT/A light chain protease inhibitors, primary screen, biochemical, flow cytometry, MLPCN library. Botulinum neurotoxin type A light chain protease (Clostridium botulinum A str. ATCC 3502). multiplex microsphere protease substrate cleavage. inhibition, % at 10 µM. 360,000 tested, 0.17% active; also: plate controls were buffer without enzyme for full effect and enzyme alone for no effect
Y pestis TopoI – Yersinia pestis topoisomerase I inhibitors, primary screen, biochemical, cleavage product accumulation, plate reader, single point | DNA topoisomerase I (Yersinia pestis CO92) | Y. pestis Topo-I cleavage product accumulation | activity, % at 10 µM | 360,000 tested, 0.064% active; in the data active = activity above about 50%, passing the limit was not always enough; inconclusive = no clear call, values can overlap the other calls; also: inactives centre near 2
CCHFV vOTU inh – CCHFV vOTU protease inhibitors, primary screen, biochemical, Pep-AMC substrate, fluorescence; Crimean-Congo hemorrhagic fever virus L polyprotein viral ovarian tumor (vOTU) protease …; inhibition, % at 11.5 µM; 370,000 tested, 0.55% active; in the data active = inhibition above about 30%; also: 0% = vehicle wells with enzyme and 100% = no enzyme wells
Anthrax LF prot – Bacillus anthracis LF protease inhibitors, primary screen, biochemical, multiplex microsphere, MLPCN library | Lethal factor (Bacillus anthracis), P15917 | multiplex microsphere protease cleavage assay | 360,000 tested, 0.12% active | inhibition, % at 10 µM; also: plate controls were buffer without enzyme for full effect and enzyme alone for no effect
PrPC surface inh – inhibitors of human cell surface prion protein PrPC, primary screen, cell-based, TR-FRET; Major prion protein (Homo sapiens), P04156; TR-FRET read-out; inhibition, % at 13.8 µM; 370,000 tested, 0.43% active; AID 720596, 2013; in the data active = inhibition above about 24%; also: 0% = median of the test wells and 100% = reference compound wells
TcdB inh – TcdB glycohydrolase inhibitors, primary screen, biochemical, single point, plate reader; Toxin B (Clostridioides difficile), P18177; TcdB glycohydrolase enzymatic assay; inhibition, % at 9.99 µM; 350,000 tested, 0.24% active; AID 652162, 2013; in the data active = inhibition above about 10%
Target sequence (P18177 whole entry, looked up): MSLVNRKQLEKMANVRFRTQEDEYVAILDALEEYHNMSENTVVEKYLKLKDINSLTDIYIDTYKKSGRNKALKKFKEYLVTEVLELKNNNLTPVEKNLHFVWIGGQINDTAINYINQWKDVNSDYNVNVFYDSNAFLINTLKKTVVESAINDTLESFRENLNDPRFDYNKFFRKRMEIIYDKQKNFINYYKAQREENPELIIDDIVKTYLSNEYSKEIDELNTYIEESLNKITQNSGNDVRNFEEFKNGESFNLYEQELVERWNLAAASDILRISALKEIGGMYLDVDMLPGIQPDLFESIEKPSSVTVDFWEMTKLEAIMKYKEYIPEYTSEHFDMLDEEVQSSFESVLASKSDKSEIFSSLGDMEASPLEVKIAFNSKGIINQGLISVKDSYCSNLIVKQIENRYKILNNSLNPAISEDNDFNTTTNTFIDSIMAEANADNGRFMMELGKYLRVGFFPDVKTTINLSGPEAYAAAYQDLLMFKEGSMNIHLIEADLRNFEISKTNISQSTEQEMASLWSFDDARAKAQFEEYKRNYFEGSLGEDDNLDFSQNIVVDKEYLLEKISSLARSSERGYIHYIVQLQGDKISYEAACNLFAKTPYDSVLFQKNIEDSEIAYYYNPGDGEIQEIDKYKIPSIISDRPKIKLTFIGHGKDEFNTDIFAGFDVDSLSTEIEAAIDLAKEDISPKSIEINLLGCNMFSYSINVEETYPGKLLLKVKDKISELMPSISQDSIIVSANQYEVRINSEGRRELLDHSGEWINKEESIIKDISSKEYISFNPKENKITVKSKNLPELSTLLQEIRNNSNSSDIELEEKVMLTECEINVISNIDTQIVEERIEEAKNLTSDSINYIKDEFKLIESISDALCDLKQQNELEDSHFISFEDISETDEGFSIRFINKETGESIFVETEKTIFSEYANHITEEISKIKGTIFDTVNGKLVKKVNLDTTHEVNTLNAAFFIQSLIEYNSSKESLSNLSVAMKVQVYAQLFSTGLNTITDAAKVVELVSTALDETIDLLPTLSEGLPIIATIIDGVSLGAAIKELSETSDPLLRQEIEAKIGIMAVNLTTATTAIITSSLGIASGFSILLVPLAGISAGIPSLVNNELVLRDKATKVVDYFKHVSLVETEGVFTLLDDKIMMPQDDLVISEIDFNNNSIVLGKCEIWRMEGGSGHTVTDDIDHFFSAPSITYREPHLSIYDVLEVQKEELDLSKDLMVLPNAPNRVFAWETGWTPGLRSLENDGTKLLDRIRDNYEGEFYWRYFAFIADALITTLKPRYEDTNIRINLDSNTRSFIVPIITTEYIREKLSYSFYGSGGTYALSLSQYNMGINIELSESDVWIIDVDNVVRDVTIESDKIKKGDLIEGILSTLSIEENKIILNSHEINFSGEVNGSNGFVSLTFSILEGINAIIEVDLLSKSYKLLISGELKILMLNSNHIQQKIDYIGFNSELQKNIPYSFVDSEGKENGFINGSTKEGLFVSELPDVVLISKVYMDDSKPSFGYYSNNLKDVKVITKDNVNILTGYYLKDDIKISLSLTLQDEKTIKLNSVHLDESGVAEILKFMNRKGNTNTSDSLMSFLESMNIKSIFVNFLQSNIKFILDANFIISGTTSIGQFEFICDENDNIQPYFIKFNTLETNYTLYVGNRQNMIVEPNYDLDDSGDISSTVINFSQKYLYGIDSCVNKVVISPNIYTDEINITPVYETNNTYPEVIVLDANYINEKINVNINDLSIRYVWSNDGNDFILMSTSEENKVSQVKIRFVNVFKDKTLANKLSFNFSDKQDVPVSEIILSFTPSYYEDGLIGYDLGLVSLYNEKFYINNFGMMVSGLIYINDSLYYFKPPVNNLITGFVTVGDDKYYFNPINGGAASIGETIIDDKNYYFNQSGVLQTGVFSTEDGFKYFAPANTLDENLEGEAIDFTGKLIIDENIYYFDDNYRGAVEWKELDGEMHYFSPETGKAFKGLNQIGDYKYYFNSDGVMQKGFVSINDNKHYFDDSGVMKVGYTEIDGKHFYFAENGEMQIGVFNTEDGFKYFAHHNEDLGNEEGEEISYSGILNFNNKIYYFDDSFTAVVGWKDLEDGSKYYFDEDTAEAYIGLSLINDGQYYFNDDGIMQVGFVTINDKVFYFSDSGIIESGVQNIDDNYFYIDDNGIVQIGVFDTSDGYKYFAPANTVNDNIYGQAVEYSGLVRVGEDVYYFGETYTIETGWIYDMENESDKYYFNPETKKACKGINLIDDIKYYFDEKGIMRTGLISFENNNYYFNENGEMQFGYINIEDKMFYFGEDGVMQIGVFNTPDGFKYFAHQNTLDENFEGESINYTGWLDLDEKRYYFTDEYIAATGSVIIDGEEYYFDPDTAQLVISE
BoNT-F LC inh – BoNT/F light chain protease inhibitors, primary screen, biochemical, flow cytometry, MLPCN library | Multiplex microsphere protease cleavage assay | inhibition, % at 10 µM | 360,000 tested, 0.22% active | AID 588497, 2011; in the data active = inhibition above about 35%, passing the limit was not always enough; inconclusive = no clear call, values can overlap the other calls; also: plate controls were buffer without enzyme for full effect and enzyme alone for no effect
* marks the source's active call; other numbers are inactive results; ? = inconclusive; . = not tested or not shown. Rule as the data show it, unless noted: active = inhibition above about 30%; inconclusive = no clear call, values can overlap the other calls; inactive = below that.

SMILES	FadD28 FP inh	PfHsp40 rescue	BoNT A protease	Y pestis TopoI	CCHFV vOTU inh	Anthrax LF prot	PrPC surface inh	TcdB inh	BoNT-F LC inh
COc1cccc(CNc2ccc3c(c2)CCC3)c1	-0.7	-0.9	2.0	-4	26	3	1	.	1
c1ccc2[nH]c(N3CCOCC3)nc2c1	-1.3	-0.3	-1.5	-10	-10	7	2	.	-1
COc1cccc(CNC(=O)Cc2csc(NC(=O)Nc3ccccc3OC)n2)c1	-3.3	0.1	5.1	10	-1	-1	2	1.5	-4
CN1CCN(CCc2nc3cc(NC(=O)COc4ccc(Cl)cc4)ccc3n2C)CC1	-1.2	0.3	0.1	-9	6	-2	-6	1.1	-1
Cc1nc2oc3ccc(Cl)cc3c(=O)c2cc1C(=O)O	-1.0	-0.8	-1.4	-6	-4	-1	-4	0.0	-20
Fc1cccc(F)c1-n1c(CN2CCCC2)csc1=S	-0.8	-0.9	0.1	6	-1	1	-6	-0.1	2
CCN1CCN(CC(=O)Nc2ccccc2)C(=O)C1=O	-3.2	-0.7	0.3	-5	-2	6	1	0.8	1
CC(C)C1NCCc2c1sc1ccccc21 (stereo not given)	-0.1	-1.2	-4.3	1	0	11	5	0.7	?
CCN(CC)C(=O)c1ccc(C)c(Br)c1	-4.0	-1.1	-0.1	-7	3	6	-6	.	-7
Cn1c(SCC(=O)Nc2cc(Cl)cc(Cl)c2)nnc1-c1ccc2nonc2c1	-2.1	.	.	20	-4	.	-1	-0.6	.
CC(=O)c1c(-c2ccccc2)[nH]c2ccccc12	3.8	-0.4	0.0	-1	15	14	11	1.4	?
CCOC(=O)c1cc(CC)sc1NC(=O)c1ccc2c(c1)OCCO2	-0.1	-0.3	0.2	-6	-1	1	0	.	-4
Cc1cc(C)c(NC(=S)NC(=O)c2ccccc2)cc1C	-1.3	.	0.6	0	11	0	6	0.7	-5
COc1ccc(NC(=O)CN2C(=O)CC(C)S(=O)(=O)c3ccccc32)cc1 (stereo not given)	-0.5	0.1	-0.3	-11	14	-2	-2	2.5	-2
COc1ccc(OC)c(S(=O)(=O)N(C)CC(=O)N2CCN(c3ccccc3)CC2)c1	-3.8	0.8	0.1	8	0	-1	-1	0.6	0
CCC(C)Nc1nc(-c2ccc3c(c2)NC(=O)CO3)cs1 (stereo not given)	0.9	0.2	-0.2	4	14	2	-1	.	1
CC1CN(S(=O)(=O)c2cccc(C(=O)Nc3ccccc3N3CCCCC3)c2)CC(C)O1 (stereo not given)	-1.7	-0.7	-1.4	12	2	-2	-1	-0.4	0
OCCc1c[nH]c2ccc(OCc3ccccc3)cc12	-2.7	-0.4	4.1	3	-6	-12	4	1.3	?
Cc1n[nH]c(=O)nc1NCc1ccccc1	0.9	2.0	-0.8	7	0	?	-4	.	-2
O=c1[nH]n2c(=O)c3c([nH]c2c1N=Nc1ccccc1)CCC3	2.7	0.1	0.3	3	16	-1	-15	.	5
COc1ccc(NCc2nnc(SCC(=O)N3CCCc4ccccc43)n2C)cc1	-3.0	-0.1	1.1	-1	-5	-2	1	.	-1
O=C(Nc1ccccc1N1CCOCC1)c1cccc(F)c1	-0.5	2.8	0.7	2	2	4	-13	1.0	4
CS(=O)(=O)N(CC(N)=O)c1ccc(F)c(Cl)c1	-1.0	0.3	0.1	0	5	0	5	.	2
Cc1c(NC(=O)c2ccc(CC(C)C)o2)c(=O)n(-c2ccccc2)n1C	.	-0.2	-3.0	1	15	-5	4	-0.5	5
CCCCCOc1ccc(C(=O)CCC(=O)NC(C)c2ccc(S(N)(=O)=O)cc2)cc1 (stereo not given)	-2.8	2.1	0.3	29	14	-5	3	4.6	-8
The results go on:
SMILES	FadD28 FP inh	PfHsp40 rescue	BoNT A protease	Y pestis TopoI	CCHFV vOTU inh	Anthrax LF prot	PrPC surface inh	TcdB inh	BoNT-F LC inh
C[C@]12CCC3C(CC[C@H]4[C@@H](O)[C@H](O)CC[C@]34C)C1CCC2=O (stereo not given in full)	-2.1	1.9	0.1	7	-3	-10	4	2.5	2
O=C(c1ccc(S(=O)(=O)N2CCCC2)cc1)N1CCN(c2cccc(Cl)c2)CC1	-1.3	2.0	0.4	44	-3	-2	-7	-1.0	2
Cc1nc(N2CCC(C)CC2)c(C#N)c(C)c1[N+](=O)[O-]	0.9	-1.2	-1.1	1	-11	2	5	0.5	-2
CCCn1c(-c2ccc(F)cc2)cnc1SCC(=O)O	0.9	0.1	2.1	-8	29	6	14	.	-11
COc1ccccc1OCCSc1nnnn1C1CCCCC1	-0.1	-0.6	-0.3	15	21	1	6	.	-2
Oc1cc2c(cc1O)[C@@H](c1ccccc1)CNCC2	-2.8	-1.2	-0.1	-3	-2	-8	-4	-3.0	-10
c1ccc(-c2ccnc3nc(-n4cccc4)nn23)cc1	0.3	0.7	?	9	5	-2	7	.	0
CC(=O)OC1COC(n2ccc3ccccc32)C(OC(C)=O)C1OC(C)=O (stereo not given)	-3.7	-1.6	1.2	-2	-8	1	-3	.	12
CCOC(=O)C1CCN(c2c(NCc3ccc(C(=O)N(C)Cc4ccccc4)cc3)c(=O)c2=O)CC1	-1.0	0.3	0.3	3	2	0	3	1.9	-3
COCCN(Cc1cc2cc(C)ccc2n2nnnc12)C(=S)Nc1ccccc1C	-0.2	-0.4	0.3	7	-13	0	5	0.1	4
Cc1[nH]c(C)c(S(=O)(=O)NCc2ccc(F)cc2)c1C(=O)N1CCCCC1	-2.4	-1.1	-0.9	-9	-2	-3	13	1.4	-2
O=C(Nc1ccc(F)cc1)C(c1ccccc1)N1CCN(S(=O)(=O)c2ccc3ccccc3c2)CC1 (stereo not given)	-2.2	1.0	0.5	3	1	2	19	1.7	4
CCCC(=O)NC(c1ccc(N(C)C)cc1)c1ccc2cccnc2c1O (stereo not given)	3.6	410*	-1.3	-3	2	5	21	2.8	3
O=C(NCCCN1CCOCC1)C1(c2ccccc2)CCOCC1	-5.0	1.0	1.0	-1	-1	3	-2	.	-7
Cc1ccc(S(=O)(=O)N2CCN(C(=O)c3ccccc3OCc3c(C)noc3C)CC2)cc1	-2.2	-1.4	-0.4	17	5	-13	5	0.1	7
COC(=O)COc1ccc(S(=O)(=O)NCc2ccc3c(c2)OCO3)cc1C	-2.2	-0.1	-0.9	-2	-4	-2	6	1.6	-1
COc1ccc(CC(=O)N/N=C/c2cccnc2)cc1OC	-1.4	-1.6	0.7	3	3	-4	-5	0.4	-6
O=c1[nH]c(=S)[nH]nc1Cc1ccccc1	1.0	1.2	3.2	5	4	-7	-5	.	-2
Cc1onc(-c2ccccc2Cl)c1C(=O)N1CC(C)OC(C)C1 (stereo not given)	-3.4	-1.8	?	-4	.	-6	.	0.8	-3
CC1CN(C(=S)NC(=O)c2ccccc2)CC(C)O1 (stereo not given)	-4.4	-0.4	0.8	1	-6	-2	3	3.0	6
OC(COc1c(F)cc(Br)cc1F)CN1CCN(c2ccc(F)cc2)CC1 (stereo not given)	-3.3	0.4	0.0	24	8	-6	3	.	16
O=C(Nc1ccccc1)c1ccccc1NC(=O)[C@H]1CCCC[C@H]1C(=O)O	-2.1	-0.4	-5.9	-15	-6	-16	7	-0.5	20
NS(=O)(=O)c1cccc(NC(=O)COC(=O)C2CCN(S(=O)(=O)c3cccs3)CC2)c1	-3.2	-0.8	1.1	-14	13	5	-4	-0.4	0
O=C(c1cccc(Cl)c1)N1CCn2c1nc1ccccc12	-1.6	-0.9	-1.4	7	-6	-3	2	1.1	-2
CN(CC(=O)Nc1ccc(F)cc1)C(=O)CN1C(=O)NC2(CCCC2)C1=O	-1.9	0.9	1.8	-13	-2	2	4	0.8	8
(list continues)
SMILES	FadD28 FP inh	PfHsp40 rescue	BoNT A protease	Y pestis TopoI	CCHFV vOTU inh	Anthrax LF prot	PrPC surface inh	TcdB inh	BoNT-F LC inh
Cc1[nH]c2ccccc2c1CCC(N)=O	-1.3	-0.8	0.1	-4	-3	-1	-4	.	-8
COc1ccc(OC(F)(F)F)cc1CC1(C)C(=O)Nc2cccc(Cl)c21 (stereo not given)	-4.0	.	0.1	27	22	1	7	0.9	-1
CCC(CC)C(=O)N1CCN(c2ccccc2)CC1	-5.2	-0.5	-0.2	6	10	2	9	0.8	-7
O=C(Nc1ccccc1Cl)C1C2CCCCC21 (stereo not given)	-1.3	-1.3	-1.1	7	-11	6	2	1.0	2
O=C1/C(=N\S(=O)(=O)c2cccs2)C([n+]2ccccc2)=C([O-])c2ccccc21	?	-1.0	-1.4	-2	49*	0	-35	1.4	0
C=CCN(c1ccccc1C(=O)NCC(=O)O)S(=O)(=O)c1ccc(C)cc1	-3.3	0.4	0.1	-12	1	-6	1	-0.2	0
COc1cc(C(=O)OCC(=O)NC2CCS(=O)(=O)C2)ccc1OCc1c(C)noc1C (stereo not given)	-4.6	-1.5	-0.2	0	-4	-2	-4	-2.3	-6
CCOc1ccccc1Nc1nnc(SCC(=O)NC2CC2)s1	-3.4	-1.0	-3.8	5	1	-6	3	0.3	-13
COc1ccccc1CNC(=O)c1cc(C2CC2)nc2c1cnn2C(C)C	-1.5	0.2	-0.8	36	-4	-6	6	2.7	-10
CC1(C)Oc2ccc(C(=O)N3CCCCC3)cc2N(CC(=O)NCc2ccccc2)C1=O	-3.2	0.5	-0.5	-1	10	-3	-9	0.3	-8
COc1cc(NC(=O)CCN2CCN(C/C=C/c3ccccc3)CC2)cc(OC)c1	-4.4	-0.7	-3.4	5	-16	-4	-12	-0.5	?
Cc1ccc(CNC(=O)CCCNS(=O)(=O)c2cccc3nonc23)cc1	-2.6	-0.3	-0.1	-6	-6	-23	-31	.	-26
O=C(CNS(=O)(=O)c1ccccc1)N/N=C/c1ccncc1	1.0	8.0	0.3	-2	-7	-2	0	1.3	-2
CCOC(=O)c1c(NC(=O)C(C)Sc2cn(C)c3ccccc23)sc2c1CCC2 (stereo not given)	-3.9	1.0	-0.7	10	-3	-6	1	-0.6	-13
CN(CCC#N)C(=O)COC(=O)c1ccc2[nH]c3c(c2c1)CCCC3	1.0	0.1	-0.9	12	-4	-1	1	0.6	3
Fc1ccccc1-c1nc(N2CCCCC2)c2ccccc2n1	-5.5	-0.5	0.3	24	-13	1	-5	.	-1
COCCNc1nc(NCCNC(C)=O)c2sc(-c3ccccc3)cc2n1	-4.6	.	0.0	2	11	0	-5	0.1	-2
Cn1c(=O)c2cc3c(nc2n(C)c1=O)CC(c1ccccc1)CC3=O (stereo not given)	1.8	0.4	-0.5	1	-6	-6	8	0.7	?
CC(=O)C1=C(C)NC(C)=C(C(C)=O)C1c1cn(-c2ccccc2)nc1-c1cccs1	-2.6	-1.0	0.3	-1	3	0	-5	.	-2
CCOC(=O)C1C(c2ccc(O)c(OC)c2)NC(=O)NC1(O)C(F)(F)F (stereo not given)	-2.5	-1.5	0.1	6	-13	-17	-6	-1.2	?
